Screening data deposited in PubChem BioAssay by Emory University Molecular Libraries Screening Center.
14-3-3g Raf: 14-3-3 gamma protein interaction modulation | P61981 | FP, 14-3-3gamma / TMR-pS259-Raf peptide binding | inhibition, % at 40 µM | hit rate 0.19% among 160,000 | AID 422; in the data active means inhibition above about 30%;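 further: 0% = protein plus tracer without compound and 100% = blank with tracer alone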
Target sequence (P61981 whole entry, looked up): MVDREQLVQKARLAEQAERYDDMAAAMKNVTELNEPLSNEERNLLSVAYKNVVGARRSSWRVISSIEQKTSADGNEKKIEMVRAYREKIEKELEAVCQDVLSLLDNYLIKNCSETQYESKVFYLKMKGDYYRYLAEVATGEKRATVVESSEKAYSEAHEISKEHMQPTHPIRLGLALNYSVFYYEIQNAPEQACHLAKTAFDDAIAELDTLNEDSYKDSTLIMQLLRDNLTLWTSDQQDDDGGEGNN
The depositor's hits bear a star; & = joins results of further samples. The list is partial, so the mix of outcomes need not match the whole.

SMILES | 14-3-3g Raf
O=C(Oc1cccc2cccnc12)c1cccc(N2C(=O)C3C4C=CC(C4)C3C2=O)c1 (configuration not stated) | -11
COC(=O)c1c(NC(=O)c2ccc([N+](=O)[O-])cc2Cl)sc2c1C(C(=O)OC)CC2 (configuration not stated) | -10
O=C(c1ccc(F)cc1)N1CCN(c2ccc([N+](=O)[O-])c(NCc3ccco3)c2)CC1 | 0
O=C(O)C1C2C=CC(C2)C1C(=O)Nc1ccc2c(c1)OCCO2 (configuration not stated) | 5&-8
Cc1ccc(Nc2nc(CSc3nnnn3-c3ccccc3)cs2)cc1 | -11
CC1CN(c2ncnc3c2cnn3-c2ccc(Cl)cc2)CC(C)O1 (configuration not stated) | 5
Cc1ccc(-c2nnc(Nc3ccc4c(c3)OCO4)c3ccccc23)cc1S(=O)(=O)N1CCN(C)CC1 | -11
O=C(Oc1cc2oc(=O)c3c(c2cc1Cl)CCCC3)c1ccco1 | 3
CCc1ccc2[nH]c(=O)c(CN(CCN(C)C)C(=O)Nc3ccccc3OC)cc2c1 | 0
Cc1cc(OCC(=O)Nc2cccc(-c3nc4ncccc4o3)c2C)ccc1Cl | -1
Cc1csc2ncc(C(=O)Nc3ccc(C(F)(F)F)cc3)c(=O)n12 | -5
Cc1cccc(C)c1NC(=O)c1cc([N+](=O)[O-])ccc1C(=O)O | -19

2 entries from above, as comma-separated lines:
Compound,14-3-3g Raf
Cc1ccc(Nc2nc(CSc3nnnn3-c3ccccc3)cs2)cc1,-11
CC1CN(c2ncnc3c2cnn3-c2ccc(Cl)cc2)CC(C)O1 (configuration not stated),5

Additional compounds.
SMILES | 14-3-3g Raf
CCOc1ccc(-n2c(=O)cc(N3CCN(c4ccccc4)CC3)[nH]c2=O)cc1 | -3
COc1ccccc1N=C(N)N=C(N)N | -9
O=C(CSc1nnc2sc3ccccc3n12)NCc1ccco1 | 1&-6
Cc1[nH]c2ccc(-c3nnc(SCC(=O)c4ccccc4F)o3)cc2c1C | -8
O=C(CCN1C(=O)c2ccccc2C1=O)NC1=NCCS1 | 0
O=C(CCNS(=O)(=O)c1cccc2nonc12)N1CCN(c2cccc(Cl)c2)CC1 | -4&-6
O=C(c1ccco1)N1CCN(C(=O)c2cnn3c(C(F)(F)F)cc(-c4cccs4)nc23)CC1 | 4
O=C(NCc1ccccn1)C1c2ccccc2Oc2ccccc21 | -1
CCOC(=O)C1CCCN(C(=O)C2CCCN(S(C)(=O)=O)C2)C1 (configuration not stated) | -4
COc1ccccc1CNc1n[nH]c(NCc2ccccc2OC)n1 | 3
Cc1c(NC(=O)COc2ccc(Br)cc2)c(=O)n(-c2ccccc2)n1C | 2
CC(=O)c1c(NC2CCCCC2)oc(C)cc1=O | 2
O=C(NCC1CCCO1)c1cccc(-n2cnnn2)c1 (configuration not stated) | -3
O=C(NCc1ccc2c(c1)OCO2)c1cc2nc(-c3ccc(Cl)cc3)cc(C(F)(F)F)n2n1 | -3
COc1ccc(C2C(C(=O)N3CCOCC3)c3cc(OC)c(OC)cc3C(=O)N2C)cc1OC (configuration not stated) | -7
CCOc1cc(C2C(C(=O)OCCc3ccccc3)=C(C)NC3=C2C(=O)CC(C)(C)C3)ccc1O (configuration not stated) | 6
Cc1cc2oc(=O)cc(CN3CCN(C/C=C/c4ccccc4)CC3)c2cc1O | -5
O=P(O)(CCCP(=O)(O)CCc1ccccc1)CCc1ccccc1 | -3
COc1ccc(Oc2coc3cc(OCc4ccc(F)cc4)ccc3c2=O)cc1 | -60
COC(=O)c1[nH]c2ccc(C)cc2c1NC(=O)CN1CCCC(C)(C)C1 | 2
CCOc1ccc(C2/C(=C(\O)c3cccc(OC)c3)C(=O)C(=O)N2c2cc(C)on2)cc1OC (configuration not stated) | -8
COC(=O)C(NC(=O)C(C)(C)C)C12CC3CC(CC(C3)C1)C2 (configuration not stated) | -4
Cc1nn(S(=O)(=O)c2ccc(Br)cc2)c(C)c1Sc1ccc([N+](=O)[O-])cc1 | -6
N#CC1=C(N)Oc2n[nH]c(-c3ccc(F)cc3)c2C1c1cccc(OC(=O)N2CCOCC2)c1 (configuration not stated) | -7
COc1ccccc1CNC(=O)c1ccc(CS(=O)(=O)c2ccccc2OC)o1 | 0
Cc1c(NC(=O)CSc2nc3c(cnn3-c3ccccc3)c(=O)[nH]2)c(=O)n(-c2ccccc2)n1C | -6
CSc1nc2c(c(=O)[nH]1)C(c1ccncc1)C1=C(CC(C)(C)CC1=O)N2 (configuration not stated) | -3
Cc1c(C(=O)O)oc2ccc(S(=O)(=O)NCc3ccc(F)cc3)cc12 | 1
CCC1=Nc2cc(C(=O)NCc3ccc4c(c3)OCO4)ccc2Sc2ccc(Cl)cc21 | -19
CCOC(=O)C(C)n1cnc2c(oc3ccccc32)c1=O (configuration not stated) | 6
COc1cccc(CNC(=O)C2CCCN(S(=O)(=O)c3ccc(Br)s3)C2)c1 (configuration not stated) | -9
O=C(Nc1ccc(F)cc1)c1cnc2sccn2c1=O | -13
CCN(Cc1ccccc1)C(=O)c1cc2cc3ccc(OC)cc3nc2s1 | 1
CCCOC(=O)CCc1n[nH]c(=O)[nH]c1=O | -6&-4
Cc1noc(C)c1COC(=O)COc1ccc2c(C)cc(=O)oc2c1 | -9
COc1ccc2c(c1)CCCC21SC(NC(C)=O)=NN1C(C)=O (configuration not stated) | -1
N#Cc1c(-c2ccccc2)cc(-c2ccccc2)nc1N1CCCCC1 | -5
CCOC(=O)N1CCC(N2C(=O)c3ccccc3C2Nc2ccc(Cl)cn2)CC1 (configuration not stated) | 1
COc1ccc(-n2nc(C(=O)NCC(=O)Nc3ccc(C)c(F)c3)c3ccccc3c2=O)cc1Cl | -34
C=CCn1c(SCC(=O)N(c2ccccc2)C(C)C)nc2ccccc2c1=O | 9
COC(=O)c1ccccc1NC(=O)c1nc2nc(C)cc(C(F)F)n2n1 | -9
Clc1ccc(-c2ncnn2-c2ccc(Cl)cc2)cc1 | -4
CCCCN(CC)C(=O)c1cc2cc3cc(OC)ccc3nc2s1 | 2
O=C(CSc1nnc(-c2ccco2)n1Cc1ccccc1)c1ccccc1 | 2
COC(=O)c1ccc(NC(=O)CSc2nnc(CNc3ccc(F)cc3)n2C)cc1 | 3
CCOC(=O)c1ccc(S(=O)(=O)N2CCN(CCC#N)CC2)cc1 | -1
O=C(O)c1ccc(C2Nc3ccc(I)cc3C3C=CCC32)cc1 (configuration not stated) | -232
CCOc1ccccc1C1C=C(c2ccc(OC)cc2)Nc2ncnn21 (configuration not stated) | -9
COCCn1c(SCC(=O)c2ccc(Br)cc2)nc2cc(C(=O)OC)ccc2c1=O | 7
CCOC(=O)CNC(=O)CSc1nnc(-c2ccco2)n1N | -9
Cc1ccc2ncnc(NC3CCCCC3)c2c1 | -13
Cc1ccc(N2CN=C3SCC(=O)N3C2)cc1C | -6
COc1ccccc1NC(=O)CSC1=NC(c2ccccc2)CC(=O)N1 (configuration not stated) | -17
Cc1ccc(C)c(CN2C(=O)C(C(C)C(=O)NCC3CCCO3)Sc3ccccc32)c1 (configuration not stated) | -1
O=C1CSC(c2cccc3ccccc23)N1c1ccccc1 (configuration not stated) | 3
Cc1ccc2oc(C(=O)NCc3ccc4c(c3)OCO4)c(C)c2c1 | -6
O=C1C(c2ccccc2)C(c2cccs2)NC(c2cccs2)C1c1ccccc1 (configuration not stated) | -11
CCOc1ccc(C(C)C)cc1S(=O)(=O)Nc1ccc(Cl)cn1 | -10
CS(=O)(=O)N1CCN(C(=O)c2ccccc2[N+](=O)[O-])CC1 | 1
O=C(Nc1ccccc1[N+](=O)[O-])c1cncc(Br)c1 | 5
(list continues)
SMILES | 14-3-3g Raf
COc1ccc(-c2nc(C#N)c(N3CC(C)OC(C)C3)o2)cc1 (configuration not stated) | 1
COC(=O)c1ccc(C2C3=C(CC(c4ccc(C)cc4)CC3=O)Nc3ccccc3N2C(C)=O)cc1 (configuration not stated) | 2
COCc1cc(=O)[nH]c(Nc2nc3ccccc3o2)n1 | -9&-7
CCN(CC)C(=O)C1CCN(S(=O)(=O)c2ccc3oc4ccccc4c3c2)CC1 | 0
CCOC(=O)c1c(-c2ccccc2)oc2ccc(NS(=O)(=O)c3ccc(C)cc3C)cc12 | 6
COc1ccc(-n2c(Cc3cccn3C)nnc2SCC(=O)Nc2ccc(Cl)cc2)cc1 | -3
COc1ccc(S(=O)(=O)N(C)CC(=O)Nc2ccccc2OC)cc1C | -7
CCN(CC)C(=O)CSc1nc2ncccc2[nH]1 | -4
Cc1c(NC(=O)c2cnn3cccnc23)c(=O)n(-c2ccccc2)n1C | 4
CC(=O)Nc1ccc(NC(=O)c2oc3cc(C)c(C)cc3c2C)cc1 | -4
O=C(Nc1ccc2oc(-c3ccccc3Cl)nc2c1)c1ccccc1 | -14
Cc1ccc(C(=O)Nc2sc3c(c2C(=O)N2CCOCC2)CCC(C)C3)cc1 (configuration not stated) | -10
O=[N+]([O-])c1cccc(CSc2nc(NCCc3ccccc3)c3ccccc3n2)c1 | -3
Cc1nc2ccccc2c(=O)n1NC(=O)COc1ccccc1 | -4
CCOC(=O)C1CCN(C(=O)C2c3ccccc3C(=O)N3CCc4cc(OCC)c(OCC)cc4C23)CC1 (configuration not stated) | 0
Nc1nncn1C(=O)COc1ccc(Cl)cc1 | -4
Cc1nnc(NCCN2CCOCC2)[nH]c1=O | 6
O=C1c2ccccc2-c2onc3c(N4CCCCC4)cc(Nc4ccc5c(c4)OCO5)c1c23 | -137
COc1cc2c(cc1OC)C(COc1ccccc1OC)N(C(=O)c1ccc(C)c(C)c1)CC2 (configuration not stated) | -24
Cc1cc2n(n1)C(c1ccsc1)Nc1ccccc1-2 (configuration not stated) | -16
CC(C)(C)C1CCc2c(sc3c2C(=O)NC(c2ccncc2)N3)C1 (configuration not stated) | -3
COc1cc(Cl)c(S(=O)(=O)NCCCN2CCOCC2)cc1Cl | -6
CCOC(=O)c1c(-c2cccs2)csc1NC(=O)CSc1nnc2sc3ccccc3n12 | -8
CCCCOc1ccc(/C=c2\sc3ncnn3c2=O)cc1 | 1
Cc1cc(C)c(NC(=O)CNC2CC(C)(C)NC(C)(C)C2)c(C)c1 | -2
COc1ccc(C2NC(=O)NC(O)(C(F)(F)F)C2C(=O)c2ccc(Cl)cc2)cc1 (configuration not stated) | -4
O=C(CCCCl)N1CCCC1=O | -7
CCOC(=O)c1c(C)[nH]c(C(=O)OCC(=O)N2c3ccccc3CC2C)c1C (configuration not stated) | -7
O=C1CC(c2ccccc2)Sc2nc3ccccc3n21 (configuration not stated) | 0
CCC(=O)N1CCc2cc(Br)cc(S(=O)(=O)N3CCN(Cc4ccccc4)CC3)c21 | 3
COC(=O)c1cn(C(=O)COc2ccc(C(C)C)cc2)c2ccccc12 | -36
Cc1ccc(S(=O)(=O)CCc2nnc(NC(=O)c3ccccc3)s2)cc1 | -8
CS(=O)(=O)N1CCCC(C(=O)NCc2ccc(F)cc2Cl)C1 (configuration not stated) | -10
COc1ccc2oc(=O)c(C(=O)Nc3ccc(C)cc3C)cc2c1 | 7
CCOc1ccc(C2Oc3ccc4ccccc4c3C=C2[N+](=O)[O-])cc1OC (configuration not stated) | -78
Cc1cc(C)c(NC(=O)CSc2nccn2-c2ccc(Cl)cc2)c(C)c1 | -1
COc1ccc2c(c1)-c1ccccc1S(=O)(=O)N2C(C)=O | -3
Cc1cc2nc(-c3ccc(Cl)c(NC(=O)c4ccccc4F)c3)oc2cc1C | -8
COc1ccccc1N1CCN(CC(O)c2ccc3cc[nH]c3c2)CC1 (configuration not stated) | -8
COCCNC(=O)CN(c1cccc(C)c1C)S(=O)(=O)c1ccccc1 | -6
COc1ccccc1NC(=O)C1=C(C)NC(=O)NC1c1cc(OC)c(OC)c(OC)c1 (configuration not stated) | -1
COc1ccccc1OCC(=O)Nc1ncc(Cc2cccc(C)c2)s1 | -15
Cc1ccc(CNC(=O)C(=O)N2CCCC2)cc1 | 0
CCOC(=O)c1c(NC(=O)c2cccnc2)sc2c1CCC(C(C)(C)C)C2 (configuration not stated) | -13
O=C(CSc1nnnn1-c1ccc2c(c1)OCO2)NCc1ccccc1 | 1

25 structures out of the list, ordered by formula weight, lowest first:
SMILES | 14-3-3g Raf
O=C(CCCCl)N1CCCC1=O | -7
Cc1ccc(CNC(=O)C(=O)N2CCCC2)cc1 | 0
Cc1cc2n(n1)C(c1ccsc1)Nc1ccccc1-2 (configuration not stated) | -16
O=C1CC(c2ccccc2)Sc2nc3ccccc3n21 (configuration not stated) | 0
CCCCOc1ccc(/C=c2\sc3ncnn3c2=O)cc1 | 1
COc1ccc2c(c1)-c1ccccc1S(=O)(=O)N2C(C)=O | -3
COc1ccc2oc(=O)c(C(=O)Nc3ccc(C)cc3C)cc2c1 | 7
Cc1cc(C)c(NC(=O)CNC2CC(C)(C)NC(C)(C)C2)c(C)c1 | -2
CC(C)(C)C1CCc2c(sc3c2C(=O)NC(c2ccncc2)N3)C1 (configuration not stated) | -3
CS(=O)(=O)N1CCCC(C(=O)NCc2ccc(F)cc2Cl)C1 (configuration not stated) | -10
COc1ccccc1N1CCN(CC(O)c2ccc3cc[nH]c3c2)CC1 (configuration not stated) | -8
O=C(CSc1nnnn1-c1ccc2c(c1)OCO2)NCc1ccccc1 | 1
COCCNC(=O)CN(c1cccc(C)c1C)S(=O)(=O)c1ccccc1 | -6
CCOc1ccc(C2Oc3ccc4ccccc4c3C=C2[N+](=O)[O-])cc1OC (configuration not stated) | -78
COc1cc(Cl)c(S(=O)(=O)NCCCN2CCOCC2)cc1Cl | -6
CCOC(=O)c1c(C)[nH]c(C(=O)OCC(=O)N2c3ccccc3CC2C)c1C (configuration not stated) | -7
Cc1cc(C)c(NC(=O)CSc2nccn2-c2ccc(Cl)cc2)c(C)c1 | -1
Cc1ccc(S(=O)(=O)CCc2nnc(NC(=O)c3ccccc3)s2)cc1 | -8
Cc1cc2nc(-c3ccc(Cl)c(NC(=O)c4ccccc4F)c3)oc2cc1C | -8
COc1ccccc1NC(=O)C1=C(C)NC(=O)NC1c1cc(OC)c(OC)c(OC)c1 (configuration not stated) | -1
COc1ccc(C2NC(=O)NC(O)(C(F)(F)F)C2C(=O)c2ccc(Cl)cc2)cc1 (configuration not stated) | -4
O=C1c2ccccc2-c2onc3c(N4CCCCC4)cc(Nc4ccc5c(c4)OCO5)c1c23 | -137
COc1cc2c(cc1OC)C(COc1ccccc1OC)N(C(=O)c1ccc(C)c(C)c1)CC2 (configuration not stated) | -24
CCC(=O)N1CCc2cc(Br)cc(S(=O)(=O)N3CCN(Cc4ccccc4)CC3)c21 | 3
CCOC(=O)c1c(-c2cccs2)csc1NC(=O)CSc1nnc2sc3ccccc3n12 | -8
